Neddyl block: inhibitors of cullin neddylation, primary screen, biochemical, TR-FRET, uHTS, NAE and Ubc12; calls only at 25 µM; NEDD8-conjugating enzyme Ubc12 (Homo sapiens) + NEDD8-activating enzyme E1 regulatory …; hit rate 0.58% among 360,000; AID 651699, 2012; in the data active = inhibition above about 36%
Target sequence (P61081 whole entry, looked up): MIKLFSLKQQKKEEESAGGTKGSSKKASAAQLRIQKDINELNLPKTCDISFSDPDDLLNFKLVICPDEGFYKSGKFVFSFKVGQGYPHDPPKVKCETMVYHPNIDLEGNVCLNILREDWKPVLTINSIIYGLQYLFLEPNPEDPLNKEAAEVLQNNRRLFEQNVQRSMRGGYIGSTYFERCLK
Target sequence (Q13564 whole entry, looked up): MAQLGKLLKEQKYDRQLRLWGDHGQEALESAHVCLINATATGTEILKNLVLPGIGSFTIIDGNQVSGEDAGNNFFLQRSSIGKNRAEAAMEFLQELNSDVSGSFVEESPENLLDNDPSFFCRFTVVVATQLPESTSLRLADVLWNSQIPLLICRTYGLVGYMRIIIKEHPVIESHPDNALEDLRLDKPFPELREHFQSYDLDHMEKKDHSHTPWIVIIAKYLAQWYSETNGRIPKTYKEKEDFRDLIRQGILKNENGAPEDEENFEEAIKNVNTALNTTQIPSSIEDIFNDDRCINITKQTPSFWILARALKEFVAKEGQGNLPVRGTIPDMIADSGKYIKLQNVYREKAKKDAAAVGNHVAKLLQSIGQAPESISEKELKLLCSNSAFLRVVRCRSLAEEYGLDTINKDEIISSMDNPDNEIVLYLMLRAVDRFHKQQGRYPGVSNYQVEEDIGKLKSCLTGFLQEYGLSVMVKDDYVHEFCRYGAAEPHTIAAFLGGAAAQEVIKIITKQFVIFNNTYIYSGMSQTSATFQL
SUMO1-SIM PPI: modulators of SUMO1 protein-protein interactions, primary screen, biochemical, uHTS; Small ubiquitin-related modifier 1 (Homo sapiens), P63165; SUMO1 binding to a labelled peptide, TR-FRET, 1 h; inhibition, % at 20 µM; hit rate 0.33% among 360,000; AID 602429, 2012; in the data active = inhibition above about 37%
Target sequence (P63165 whole entry, looked up): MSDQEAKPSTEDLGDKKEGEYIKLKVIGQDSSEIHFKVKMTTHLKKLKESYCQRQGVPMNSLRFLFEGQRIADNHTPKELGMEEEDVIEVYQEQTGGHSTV
DNMT1 inh: human DNMT1 methyltransferase inhibitors, primary screen, biochemical, molecular beacon, fluorescence, HinP1I cleavage, uHTS. inhibition (reported as % activation of signal), % at 10 µM. hit rate 0.83% among 360,000. AID 588458, 2011; in the data active = inhibition above about 50%
Scp-1 inhibitor: Scp-1 phosphatase inhibitors, primary screen, biochemical, colorimetric, uHTS. hit rate 0.88% among 340,000. AID 493091, 2011. inhibition, % at 20 µM. Recombinant Scp1, phosphopeptide, malachite green phosphate absorbance. Carboxy-terminal domain RNA polymerase II polypeptide A small phosphatase 1 (Homo …;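 active = inhibition above about 50% at 20 µM, limit read from the data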;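 note: plate controls were DMSO wells with enzyme for no effect and wells lacking enzyme for full effect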
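Test system: SCP-1 phosphatase catalytic domain, residues 76-261 | Compound dosing: One concentration, 20 µM, with 1.0% DMSO | Schedule: 45 min room-temperature reaction, 5 min colour, 30 min stabiliser | Detection: Absorbance at 630 nm | Read-out basis: % inhibition of SCP-1 phosphate liberation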
STEP block: STEP phosphatase inhibitors, primary screen, biochemical, fluorescence intensity, uHTS. inhibition, % at 20 µM. recombinant STEP, OMFP fluorogenic substrate. Tyrosine-protein phosphatase non-receptor type 5 (Homo sapiens), P54829. hit rate 0.25% among 360,000;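 active = inhibition at 20 µM, scaled per plate between control wells, above about 37%, limit read from the data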;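 note: 0% = DMSO with enzyme and substrate and 100% = substrate only without enzyme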
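Measure: Control-normalized % inhibition with plate pattern correction | Test system: STEP phosphatase, cell-free reaction | Medium: pH 6.0 Bis-Tris with DTT and Tween 20 | Technique: Fluorescence, 480/540 nm | Times: Reaction 20 min, ambient temperature | Doses: Single compound dose of 20 µM, 1% DMSO final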
NRP1-CendR mod: modulators of CendR peptide binding to NRP-1, primary screen, biochemical, fluorescence polarization, uHTS; FAM-RPARPAR peptide binding to NRP-1; inhibition, % at 25 µM; hit rate 0.85% among 360,000; AID 602438, 2012;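 active = inhibition or corrected inhibition above about 18%, plus a signal ratio from 0.5 to 1.5, limit read from the data, passing the limit was not always enough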; note: strong numbers were not always called active
Tb MetRS inh: T. brucei MetRS inhibitors, primary screen, biochemical, luminescence | inhibition, % at 11.9 µM | methionyl-tRNA synthetase (Trypanosoma brucei brucei) | hit rate 0.4% among 360,000 | purified T. brucei MetRS, ATP depletion, Kinase-Glo luminescence;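 active = inhibition above a per-plate cutoff of the control wells' mean inhibition plus 3 SD, cut at about 5.5% in these data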;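 note: 0% = DMSO wells median and 100% = median of wells with control inhibitor compound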
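assay system = parasite MetRS enzyme | timing = 15 min preincubation, 2 h reaction, all 25 °C | evaluation = percent inhibition relative to median high and low control wells | medium = HEPES buffer containing pyrophosphatase, BSA, spermine, DTT | compound = single dose, 11.9 µM final nominal, 0.9% final DMSO | detection = Kinase-Glo luminescence, ATP depletion format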
SKN-1 inh: suppressors of acrylamide-induced Pgst-4::GFP reporter in worms, primary screen, SKN-1 inhibitor project, whole organism, uHTS, GFP/RFP fluorescence ratio, strain VP596; C. elegans VP596 Pgst-4::GFP/RFP ratio, 24 h; inhibition, % at 21.8 µM; hit rate 0.49% among 360,000; AID 624304, 2012;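 active = interference check ratio from 0.5 to 1.5 plus GFP to RFP signal ratio inhibition reaching or exceeding a fixed threshold, cut at about 30% in these data, passing the limit was not always enough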; note: some compounds called inactive have numbers as strong as hits
NadD inh: inhibitors of S. aureus NadD, primary screen, biochemical, colorimetric, uHTS. Nicotinate-nucleotide adenylyltransferase NadD (Staphylococcus aureus N315). hit rate 0.78% among 360,000. purified NadD enzyme, colorimetric absorbance read-out. inhibition, % at 20 µM; in the data active = inhibition above about 26%; note: some compounds past the cut are filed as inactive
LMPTP block: LMPTP phosphatase inhibitors, primary screen, biochemical, fluorescence intensity, uHTS; Low molecular weight phosphotyrosine protein phosphatase (Homo sapiens), P24666; recombinant LMPTP-A, OMFP fluorogenic substrate; inhibition, % at 20 µM; hit rate 0.22% among 360,000;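 active = compounds that cut the enzyme signal by at least half of the control window in the single-dose screen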;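 note: plate controls were DMSO wells with enzyme plus substrate for no effect and substrate without enzyme for full effect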
Target sequence (P24666 whole entry, looked up): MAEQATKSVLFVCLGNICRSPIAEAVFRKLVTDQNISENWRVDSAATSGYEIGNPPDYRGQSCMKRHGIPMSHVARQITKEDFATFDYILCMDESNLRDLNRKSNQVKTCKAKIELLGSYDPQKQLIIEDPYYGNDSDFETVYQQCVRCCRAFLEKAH
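Assay system: LMPTP-A phosphatase enzyme | Input: 0.625 nM enzyme | Also added: Fluorogenic phosphatase substrate OMFP at 400 µM final | Compound dosing: One test concentration per compound, 20 µM, with 3% DMSO overall | Schedule: 50 min enzyme reaction at room temperature, protected from light | Signal: Fluorescence intensity | Benchmarks: no-enzyme and uninhibited controls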
The depositor's hits bear a star; i = inactive; / = no result given.

SMILES	Neddyl block	SUMO1-SIM PPI	DNMT1 inh	Scp-1 inhibitor	STEP block	NRP1-CendR mod	Tb MetRS inh	SKN-1 inh	NadD inh	LMPTP block
Cc1cc(C)nc(N=Nc2c(O)n(Cc3ccc(Cl)cc3)c3ccccc23)n1	i	-8	0	4	-2	-10	-0.8	2	5	6.9
CCc1ccc(NC(=O)C(=O)NNC(=O)c2cccc(OC)c2)cc1	i	-6	2	-11	-4	11	0.1	-14	-9	-2.3
COc1ccc(CN2CCC(N3CC(C)OC(C)C3)CC2)c(OC)c1OC (stereo unspecified)	i	-3	-2	-5	2	13	-0.6	13	-3	-3.2
Cc1ccc(C)c(Sc2ccc(S(=O)(=O)Nc3ccc(C(=O)O)cc3)cc2)c1	i	13	-1	-10	-2	-17	0.2	-1	9	1.6
COC(=O)c1cc[n+](CC(=O)c2ccccc2)cc1	i	-21	-3	1	3	0	-0.1	-1	17	-3.1
CN1CCN(/N=C/c2nc(-c3ccccc3Cl)n3ccccc23)CC1	i	-14	1	-6	4	2	0.3	-1	-4	-1.3
Cc1cc(C)c2cc(CN(CCO)C(=O)Nc3ccc(F)cc3)c(=O)[nH]c2c1	i	-4	-2	-5	-1	10	-0.8	-15	-6	-0.2
Cc1ccnc(NC(=O)c2ccc3c(c2)C(=O)N(CC2CCCO2)C3=O)c1 (stereo unspecified)	i	-26	4	-6	3	5	-0.3	4	2	0.8
Cc1ccc(NC2=C/C(=N/S(=O)(=O)c3cccs3)c3ccccc3C2=O)cc1C	i	-3	43	1	2	7	-1.2	-14	0	2.2
CCN(CC)S(=O)(=O)c1ccc(-c2nnc(SCC(=O)N3c4ccccc4CC3C)n2CC)cc1 (stereo unspecified)	i	0	-1	5	0	26*	0.1	-2	3	-0.6
C#CCOCCOCCOCCNc1nc(N2CCN(C(=O)C([C@@H](C)CC)n3cc(C(N)Cc4ccc(O)cc4)nn3)CC2)nc(N2CCN(C(=O)[C@H](CCC(=O)O)n3cc(C(N)CC(C)C)nn3)CC2)n1 (stereo partly specified)	i	-7	4	0	-4	-2	-0.2	-6	3	-0.2
Cc1cc(CN2C(=O)c3ccccc3C2=O)cc(N2CCOCC2)c1	i	-13	1	-3	-2	6	-0.8	12	3	1.7
CCOC(=O)CSC1=N/C(=C\c2ccc(OC)c(OC)c2)C(=O)N1C	i	-14	1	-17	-1	9	-0.5	7	-3	0.2
CC(=O)C(C)n1cnc2scc(-c3ccc(C)cc3)c2c1=O (stereo unspecified)	i	4	0	-9	1	7	-0.1	21	-6	-4.6
Cc1ccc(C(=O)OCC(=O)NCCc2ccccc2)cc1C	i	1	-2	-5	3	-10	-0.3	-7	-6	-0.6
O=C1C=C(C2OC(CO)C(O)C2O)C(=O)N1 (stereo unspecified)	i	-5	4	4	-3	-1	1.7	-11	6	0.0
C=CCn1c(COc2ccccc2F)nnc1SCC(=O)NC(=O)NCc1ccco1	i	1	41	91*	-1	9	-0.5	-7	0	6.2
CCOC(=O)c1c(NC(=O)CSc2nnc(-c3ccc(OC)cc3)o2)sc2c1CCC2	i	-4	-5	-1	6	0	0.3	12	-3	3.2
CC(C)NC(=O)CSc1nnc(-c2ccc(F)cc2)c2ccccc12	i	0	-2	-1	1	-4	-0.5	-2	0	0.6
COc1ccc(/C=N/NC(=O)Cc2n[nH]c(=O)[nH]c2=O)cc1	i	-2	2	1	2	-4	-1.0	-6	-2	-0.5
O=C(COC(=O)C1(c2cccc(F)c2)CCCC1)NCc1cccs1	i	0	-1	2	-2	6	0.2	-3	5	1.0
O=C(CN1C(=O)NC2(CCCC2)C1=O)OCc1ccccc1	i	3	2	-7	0	-9	-0.3	2	2	-0.5
COc1ccccc1Oc1ccc(S(=O)(=O)N2CCN(C)CC2)cc1	i	2	-1	-3	-1	-6	-0.9	-1	-9	-0.8
CCn1c(N2CCN(C(=O)c3ccco3)CC2)nc2ccccc21	i	4	1	0	-2	-1	0.0	-14	-3	-1.6
C=CCNC(=O)C1CCN(S(=O)(=O)CC)CC1	i	6	1	-3	-2	-5	-1.2	1	-4	-1.5
Cc1ccc(S(=O)(=O)Nc2nc(C)cc(NN)n2)cc1	i	5	1	-2	-1	-2	-0.4	3	-1	0.3
Cc1nn(Cc2ccccc2)c(C)c1C(=O)NCCN1C(=O)S/C(=C\c2ccccc2)C1=O	i	-6	-2	-13	5	-9	-0.1	-7	1	1.0
COc1cc(C(=O)N2CCN(S(=O)(=O)c3ccc(C(C)C)cc3)CC2)ccc1OCC(=O)N1CCOCC1	i	30	6	-10	-3	8	-0.2	-3	13	-0.9
CC(C)c1ccc(CN2CCC2(C)C(=O)Nc2cnc3ccccc3c2)cc1 (stereo unspecified)	i	-2	1	/	1	2	-0.3	1	-9	1.2
COC(=O)c1ccccc1NCC(=O)c1ccc(OC)cc1	i	-2	-5	-12	2	-4	0.1	12	0	1.4
Cc1ccc(C(=O)N2C3=C(CCCC3)C(=O)NC23CCCCC3)cc1	i	-1	-2	-12	1	9	-0.8	1	-9	0.4
CC(O)c1nc2ccccc2n1CC(=O)N1CCN(c2ccccc2)CC1 (stereo unspecified)	i	0	7	2	-2	-1	-0.9	-6	1	0.0
CC1CC(NC2=NCCS2)CC(C)(C)C1 (stereo unspecified)	i	-1	14	-1	2	-3	-1.0	10	-5	-1.8
Cc1cc(Cl)c2oc(C(=O)NCCN3CCOC3=O)c(C)c2c1	i	3	-3	-14	-3	-2	-1.0	5	3	-0.5
O=C(CSc1ncn[nH]1)NC1CC2CCC1C2 (stereo unspecified)	i	-3	-1	-10	4	8	-0.4	1	0	0.8
CC1(C)NC(C)(C)/C(=C\c2cccs2)C(=O)C1=O	i	-16	-1	7	0	-16	-1.2	7	-5	-0.1
CC[N+](CC)(CC)C/C=C/CN1CCCCC1	i	-2	1	0	2	15	0.0	2	0	-8.7
Cc1ccc(C(=O)OC(C)C(=O)Nc2ccc(S(N)(=O)=O)cc2)cc1S(=O)(=O)N1CCOCC1 (stereo unspecified)	i	4	-1	1	-2	7	-0.5	10	0	-0.1
O=C(N/N=C/c1ccc(O)c(Br)c1)c1cc2c(ccc3ccccc32)o1	/	-1	-4	1	-2	12	-0.2	-2	50*	-0.8
COCCn1nnnc1C(c1ccccc1)N1CCN(Cc2ccc3c(c2)OCO3)CC1 (stereo unspecified)	i	-4	2	5	-2	-5	-1.5	13	-2	-2.8
CCCCCN(C(=O)CCC(=O)OCCOc1ccccc1)c1c(N)n(CCCC)c(=O)[nH]c1=O	i	-6	1	-7	0	-10	-0.5	2	-3	-0.2
CCc1ccc2[nH]c(O)c(N=NC3=NC(=O)CS3)c2c1	i	-21	2	-11	-1	10	-0.3	-3	3	16
Cc1cc(C)c(OCC(=O)OCC(=O)NC2CCCCCCC2)c(C)c1	i	5	3	4	0	-7	-1.3	-4	-5	0.0
O=C(Oc1ccc2ccc(=O)oc2c1)c1ccccc1	/	8	4	-5	5	13	-0.1	16	-2	6.6
Cn1c(N)c(C(=O)COC(=O)c2cccc(S(=O)(=O)NCc3ccccc3)c2)c(=O)n(C)c1=O	i	6	-1	-8	3	-4	-0.3	-1	1	3.6

Just NadD inh, SKN-1 inh and SUMO1-SIM PPI (two entries from above):
Molecule | NadD inh | SKN-1 inh | SUMO1-SIM PPI
Cc1ccc(C(=O)N2C3=C(CCCC3)C(=O)NC23CCCCC3)cc1 | -9 | 1 | -1
Cc1cc(C)c(OCC(=O)OCC(=O)NC2CCCCCCC2)c(C)c1 | -5 | -4 | 5

Other results.
SMILES	Neddyl block	SUMO1-SIM PPI	DNMT1 inh	Scp-1 inhibitor	STEP block	NRP1-CendR mod	Tb MetRS inh	SKN-1 inh	NadD inh	LMPTP block
N/C(=N\OC(=O)COc1ccc([N+](=O)[O-])cc1)c1ccncc1	i	-23	-1	-3	-1	11	0.0	4	-2	-0.2
Cc1oc(-c2cc3c(cc2Cl)OCO3)nc1CN1CCCC(C(=O)N2CCOCC2)C1 (stereo unspecified)	i	-2	-4	33	-1	-4	-0.5	9	-7	-0.2
Cc1c(OCC(=O)NC(Cc2ccc(Cl)cc2)C(=O)O)ccc2c3c(c(=O)oc12)CCCC3 (stereo unspecified)	i	21	-1	4	2	-37	1.2	4	7	0.8
CC(=O)N(CC(=O)O)c1ccccc1C(=O)O	i	-4	8	-5	0	-12	-1.5	-8	-1	-1.2
O=[N+]([O-])c1ccc2nc(-c3ccc(Cl)cc3)n(OCc3ccccc3)c2c1	i	-19	-8	-4	-1	-1	2.2	41*	-2	2.8
COC(=O)[C@H](Cc1ccccc1)NC(=O)NCc1ccc(S(N)(=O)=O)cc1	i	-1	2	-4	0	-2	0.0	5	10	-0.5
COCCn1c(SCC(=O)Nc2ccc(C(C)=O)cc2)nc2c([nH]c3ccccc32)c1=O	i	4	12	-2	3	-8	-0.2	4	0	2.7
NNC(=O)CNC(c1ccccc1)c1cc(Br)ccc1NC(=O)c1cccc(Cl)c1 (stereo unspecified)	i	0	-1	-5	1	5	-0.5	-5	15	1.0
N#Cc1cc2sc3nnc(-c4ccncc4)n3c2cc1C#N	i	2	3	-9	-6	2	0.3	9	-3	-0.7
CN1CCN(c2ncnc3c2ncn3[C@H]2CN(Cc3cccnc3)C[C@@H](CO)O2)CC1	i	1	0	/	4	4	-0.2	19	4	-3.1
CCCCNC(=O)c1nc(C2CCN(S(=O)(=O)c3ccccc3)CC2)oc1-c1cccc(C(F)(F)F)c1	i	4	-1	/	3	5	0.0	3	-3	4.1
Nc1[nH]nc2c1NN(c1ccc(Cl)cc1Cl)N2	i	-1	2	3	0	5	0.4	-8	1	-1.7
CC1(C)Oc2ccc3ccc(=O)oc3c2/C(=C/N)C1=O	i	-10	1	-5	0	1	-0.1	-5	-1	0.5
CCOC(=O)c1c(NC(=O)CSc2nnc(-c3ccncc3)n2Cc2ccco2)sc(C)c1C	i	-3	-1	1	3	-4	0.0	11	7	1.9
